Screening data as filed in PubChem.
RPL19A-GFP yeast = modulators of TOR pathway RPL19A-GFP in S. cerevisiae; S. cerevisiae RPL19A-GFP strain, flow cytometry, 3 h; active compounds read low; percent response vs DMSO, % at 10 µM; actives 0.3% (n = 330,000); AID 2025;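 active = percent response vs DMSO below 50%; inconclusive = fewer than 70 events counted for the yeast strain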;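 also: median channel GFP fluorescence of the barcoded RPL19A-GFP strain; ratio of sample median GFP to plate DMSO average so 100% = DMSO; lower means less RPL19A-GFP as with rapamycin TOR inhibition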
MEP2-GFP yeast = alters MEP2-GFP fluorescence in TOR pathway yeast screen; actives 0.51% (n = 330,000); AID 2016; S. cerevisiae MEP2-GFP strain, flow cytometry GFP, 3 h; 100% = DMSO control level; GFP response vs DMSO, % at 10 µM;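 active = GFP response versus DMSO above a set limit, roughly screen mean plus 3 SD, cut at about 180% in these data; inconclusive = fewer than 70 cells counted for a yeast strain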;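 also: median GFP fluorescence of the barcode-gated MEP2-GFP cells per well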
VLA-4 inh = inhibition in a human VLA-4 binding assay; P13612; VLA-4 expressing cells, ligand binding flow cytometry; inhibition, % (about 7 µM as worked out from the volumes in the protocol); actives 0.2% (n = 330,000); in the data active = inhibition above about 50%
Target sequence (P13612 whole entry, looked up): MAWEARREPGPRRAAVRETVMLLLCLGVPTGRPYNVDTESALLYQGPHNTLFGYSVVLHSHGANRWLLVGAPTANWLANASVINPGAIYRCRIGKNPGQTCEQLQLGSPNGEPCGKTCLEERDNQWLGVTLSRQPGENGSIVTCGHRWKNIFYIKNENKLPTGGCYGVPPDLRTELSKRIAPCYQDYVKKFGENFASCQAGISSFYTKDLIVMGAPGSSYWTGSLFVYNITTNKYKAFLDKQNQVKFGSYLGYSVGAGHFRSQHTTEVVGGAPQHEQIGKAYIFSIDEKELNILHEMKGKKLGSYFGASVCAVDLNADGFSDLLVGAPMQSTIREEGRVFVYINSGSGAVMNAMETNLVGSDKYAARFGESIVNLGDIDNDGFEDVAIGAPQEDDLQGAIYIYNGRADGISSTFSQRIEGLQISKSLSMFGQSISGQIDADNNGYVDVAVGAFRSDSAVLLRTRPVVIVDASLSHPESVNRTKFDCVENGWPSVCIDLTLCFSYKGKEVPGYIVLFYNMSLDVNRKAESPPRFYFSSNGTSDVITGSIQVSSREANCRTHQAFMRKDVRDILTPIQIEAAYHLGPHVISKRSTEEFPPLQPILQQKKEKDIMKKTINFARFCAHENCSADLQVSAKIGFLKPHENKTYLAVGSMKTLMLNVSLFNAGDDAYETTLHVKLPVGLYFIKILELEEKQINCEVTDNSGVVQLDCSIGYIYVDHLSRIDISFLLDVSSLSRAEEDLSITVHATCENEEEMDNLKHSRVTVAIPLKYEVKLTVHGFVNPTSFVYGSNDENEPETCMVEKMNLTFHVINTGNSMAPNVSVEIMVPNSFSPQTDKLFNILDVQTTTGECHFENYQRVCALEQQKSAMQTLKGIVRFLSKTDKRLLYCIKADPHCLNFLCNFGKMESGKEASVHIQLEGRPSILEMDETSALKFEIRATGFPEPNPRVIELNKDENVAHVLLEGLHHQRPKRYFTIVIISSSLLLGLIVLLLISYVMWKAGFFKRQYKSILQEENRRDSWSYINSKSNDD
AGP1-GFP MLPCN = alters AGP1-GFP fluorescence in TOR pathway yeast screen. S. cerevisiae AGP1-GFP multiplex flow cytometry, 3 h; GFP as percent of DMSO wells. GFP response vs DMSO, % at 10 µM. actives 0.02% (n = 320,000). AID 2066;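 active = GFP response relative to DMSO above a set limit, near screen average plus 3 SD, cut at about 150% in these data; inconclusive = fewer than 70 cells counted for the yeast strain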;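 also: median GFP channel fluorescence of the gated AGP1 strain per well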
GRK2 aptamer HTS = inhibitors of human GRK2 displacing RNA aptamer. actives 0.59% (n = 330,000). AID 488847. bead flow cytometry, FAM-aptamer displacement from GRK2. inhibition of aptamer binding, % at 10 µM;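 active = inhibition of aptamer binding above 40%, roughly 3 SD of noise, on plates passing a quality check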;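 also: median bead fluorescence of bound FAM aptamer so fluorescent compounds give negative values; no value below 0 was filed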
LAP4 TOR yeast = alters LAP4-GFP fluorescence in TOR pathway yeast screen; S. cerevisiae LAP4-GFP multiplex, flow cytometry GFP, 3 h; median GFP as percent of DMSO wells; GFP response vs DMSO, % at 10 µM; actives 0.34% (n = 320,000); AID 2023;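 active = GFP response vs DMSO above a set limit, about the screen mean plus 3 SD, cut at about 150% in these data; inconclusive = under 70 cell events counted for the yeast strain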
CR mimetic SO = lowers age-related superoxide in aged yeast cells | S. cerevisiae aged cells, superoxide DHE fluorescence; active compounds read low | superoxide response (% of plate mean), % at 10 µM | actives 0.18% (n = 330,000);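 active = superoxide response under a set limit, about three screen SD below normal, cut at about 65% in these data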;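 also: yeast aged for seven days with compound at 30 °C before DHE staining; 100% = average MFI of all compound-treated wells on the plate with controls excluded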
CIT2-GFP yeast = alters CIT2-GFP fluorescence in TOR pathway yeast screen; AID 2029; S. cerevisiae CIT2-GFP strain, flow cytometry, 3 h; 100 means same as DMSO wells; actives 0.065% (n = 320,000); GFP response vs DMSO, % at 10 µM;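 active = GFP response relative to DMSO above a set limit, near the screen mean plus 3 SD, cut at about 150% in these data; inconclusive = Fewer than 70 cells measured for a yeast strain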;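 also: ratio of well median GFP fluorescence to mean of DMSO wells on the plate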
Active calls of the source: *; ? = inconclusive; . = no result given; [ ] = dose if it differs, or a comment.

smiles	RPL19A-GFP yeast	MEP2-GFP yeast	VLA-4 inh	AGP1-GFP MLPCN	GRK2 aptamer HTS	LAP4 TOR yeast	CR mimetic SO	CIT2-GFP yeast
COc1cc(CN2CCCC(CO)(Cc3cccc(Cl)c3)C2)cc(OC)c1O (stereo unspecified)	94	92	5	133	3	84	87	106
O=C(O)c1ccc(COc2ccccc2/C=C2\NC(=O)N(Cc3ccccc3F)C2=O)cc1	90	92	-5	90	0	93	99	85
CC(=O)OCC1OC(n2ncc(=O)n(Cc3ccccc3)c2=O)C(OC(C)=O)C1OC(C)=O (stereo unspecified)	98	104	2	98	2	109	109	102
NC(=O)CCN1CCN(CCOC2Cc3cc(Cl)ccc3Sc3ccccc32)CC1 (stereo unspecified)	110	107	16	112	0	100	98	108
CCCSc1nnc(Cn2c(=O)sc3ccccc32)n1-c1ccccc1	100	103	10	99	5	104	123	98
O=C(Cc1ccccc1)Nc1ccc2oc(-c3ccncc3)nc2c1	95	85	-2	91	0	86	101	97
Cc1ccc(C)c(OC2=NS(=O)(=O)c3ccccc32)c1	97	101	-1	100	0	101	99	106
O=S1(=O)N=C2CCCCCN2C(c2ccc(Br)cc2)N1 (stereo unspecified)	105	105	-2	115	1	97	94	91
O=C(Nc1ccc2nc(-c3ccco3)[nH]c2c1)c1ccco1	101	99	-14	100	1	101	98	112
Cc1ccc(NC(=O)c2cncc(Br)c2)c(O)c1	102	98	-18	106	14	108	86	97
Cc1cc2c3nonc3ccc2n1C	103	106	8	95	1	105	99	89
CC(C)Cc1cc(C(=O)N2CCCC(CO)(Cc3ccc(F)cc3)C2)no1 (stereo unspecified)	97	101	5	89	0	95	97	90
Cc1ccc(N/C=C(\C2OC(=O)c3ccccc32)[N+](=O)[O-])c(C)c1 (stereo unspecified)	96	101	11	102	0	103	96	105
CN(C(=O)CSc1nnc2n1CCCCC2)C1(C#N)CCCCC1	100	109	8	106	1	107	75	112
O=C(COC(=O)COc1ccccc1)Nc1ncc([N+](=O)[O-])s1	96	105	15	98	1	101	105	102
c1ccc(CCNCCOc2ccccc2)cc1	105	109	-1	106	0	97	101	111
O=[n+]1cc(-c2ccccc2)n([O-])c2c1CCCCC2	101	91	26	98	2	90	96	98
CCOC(=O)C(C(=O)Nc1ccc(C)cc1)C1CCCCC1 (stereo unspecified)	98	98	6	103	0	106	86	108
CCOC(=O)CC(=O)Nc1ccc(C(=O)OCC)cc1	95	101	2	99	0	100	96	100
CC(C)(C)c1nnc2sc(SCC(=O)c3cccs3)nn2c1=O	105	109	15	115	5	111	98	108
CN(C)CCCNC(=O)CC(c1ccc(F)cc1)c1ccco1 (stereo unspecified)	103	107	-2	110	1	112	101	110
O=C(c1cc(Br)ccc1Cl)N1CCN(c2ccc(N3CCOCC3)nn2)CC1	99	108	51*	103	0	104	104	103
Cc1nnc(N2CCN(c3ccccc3)CC2)[nH]c1=O	99	101	4	102	2	100	92	97
NS(=O)(=O)c1ccc(NC(=O)C2Cc3ccccc3C(=O)O2)cc1 (stereo unspecified)	107	99	4	104	0	93	89	103
O=C(NCc1ccccn1)c1ccc(OC2CCN(Cc3ccccc3O)CC2)cc1	121	106	1	119	4	107	105	112
CCC1=C2CC[C@H]3C(=O)N(c4ccccc4)C(=O)[C@H]3[C@H]2[C@@]2(C)C(=NCc3ccccc3)OC(=O)N2C1=O	97	100	-5	99	0	99	107	98
COC(=O)c1cc(OC)c(OC)cc1NC(=S)N1CCN(C)CC1	97	108	37	95	0	98	119	94
O=C(NC1(C(F)(F)F)C(=O)Nc2c1c(=O)[nH]c(=O)n2Cc1ccccc1)c1ccco1 (stereo unspecified)	104	104	8	103	0	106	90	101
CC1=C(C(=O)NC(C)CCc2ccccc2)C2(CCC(C)CC2)OC1=O (stereo unspecified)	99	98	0	97	1	91	83	93
O=C(CCCN1C(=O)/C(=C/c2ccccc2Cl)SC1=S)N1CCOCC1	106	102	2	96	0	100	96	115
Cc1nc2c(ccc3nc(NC(=O)Cc4cccc5ccccc45)sc32)s1	98	103	30	96	0	95	117	89
O=C(Cn1cc(C(F)(F)F)ccc1=O)NC1CCCC1	99	103	10	103	1	107	72	90
O=[N+]([O-])c1ccc2[nH]nc(-c3ccccc3)c2c1	99	90	30	75	1	92	106	90
CCOC(=O)CCCNC(=O)c1cncc(Br)c1	97	107	-18	99	0	93	100	89
CCOC(=O)Cc1csc(NC(=O)CN(C)S(=O)(=O)c2cccc3cccnc23)n1	99	107	-1	103	2	100	93	98
Cc1c(/C=N\NC(=O)c2ccc([N+](=O)[O-])cc2)cnn1C	110	102	2	97	1	87	108	107
Cc1cc(SCc2ccc(Cl)cc2Cl)nc(=O)[nH]1	96	100	-28	99	4	104	94	99
CCc1cc2c(=O)c(-c3nc4ccccc4n3C)c(C(C)C)oc2c(CN2CCN(C)CC2)c1O	106	102	10	107	0	119	86	.
CN1CCN(CCc2nc3cc(NC(=O)c4ccco4)ccc3n2C)CC1	99	98	0	87	1	96	108	91
COc1ccccc1N(C1=NCCCS1)S(=O)(=O)c1ccc(C(C)(C)C)cc1	97	101	4	105	24	103	87	102
CCCOC(=O)C(C)n1cnc2scc(-c3ccc(C)cc3)c2c1=O (stereo unspecified)	103	99	-25	95	15	103	102	99
O=C1CC(=O)Nc2cc(S(=O)(=O)N3CCN(c4cccc(C(F)(F)F)c4)CC3)ccc2N1	98	97	43	97	0	86	100	92
O=c1cc(N2CCCCC2)c(-c2ccccc2)nn1Cc1ccc(F)cc1	98	99	-4	106	2	110	92	95
Cc1ccc(NS(=O)(=O)c2c(C(=O)N3CCOCC3)c(C)n(C)c2C)cc1C	93	86	16	92	0	86	126	93
COc1ccc(-c2onc(C)c2-c2ccccc2)c(O)c1	98	91	4	91	0	101	110	96
O=C(/C=C/c1ccc(Br)o1)NCCCN1CCOCC1	91	96	16	102	0	98	103	96
CC(C)CC(NC(=O)C1CCCCC1)C(=O)NC(C)c1ccccc1 (stereo unspecified)	92	89	4	78	0	72	104	97
CC(=O)/C(=N/Nc1ccccc1Cl)Sc1nnc(C(O)c2ccccc2)n1-c1ccccc1 (stereo unspecified)	104	102	0	108	3	103	94	104
O=C(NC1CC2CCCC(C1)N2C(=S)Nc1ccccc1Cl)C1CC1 (stereo unspecified)	102	101	-2	106	3	91	99	103
COc1nc(NCc2cccnc2)nc(OC)n1	100	93	3	103	1	96	87	99
CCOc1ncccc1C(=O)OCc1c(F)cccc1Cl	94	95	-5	96	1	95	101	92
COc1ccc(NC(=O)c2ccc(OCc3c(C)noc3C)c(OC)c2)cn1	53[may fluoresce violet]	190*[may fluoresce violet]	-5	?	0	72[may fluoresce violet]	86	?
CCOc1ccc(NC(=O)NN2C(C)CCCC2C)cc1 (stereo unspecified)	109	120	2	105	0	101	103	106
Cc1cc(C(=O)NNC(=S)Nc2cccc(C(F)(F)F)c2)nn1C	106	110	0	94	5	106	92	96
Cc1ccc(NC(=S)N2CCOCC2)c(C)c1	91	90	6	90	0	.	108	79
CC(C)(C)NC(=O)NC(=O)CN1CCN(S(=O)(=O)/C=C/c2ccccc2)CC1	103	100	11	101	0	94	113	97
CC(=O)c1cc2c(C)cc(=O)oc2cc1O	103	106	-10	104	0	113	104	108
COc1ccc(NC(=O)C2CCCN2S(=O)(=O)c2cccc3cccnc23)cc1OC (stereo unspecified)	98	93	5	102	2	97	108	100
Cc1cccc(Nc2n[nH]c(C)c2[N+](=O)[O-])c1	89	90	-5	84	6	97	93	85
O=C(C1CCCN(CCCc2ccccc2)C1)N1CCCCC1 (stereo unspecified)	100	102	18	91	0	88	93	98

Entries listed so far that bear a hit mark in MEP2-GFP yeast.
| SMILES | RPL19A-GFP yeast | MEP2-GFP yeast | VLA-4 inh | AGP1-GFP MLPCN | GRK2 aptamer HTS | LAP4 TOR yeast | CIT2-GFP yeast |
| --- | --- | --- | --- | --- | --- | --- | --- |
| COc1ccc(NC(=O)c2ccc(OCc3c(C)noc3C)c(OC)c2)cn1 | 53[may fluoresce violet] | 190*[may fluoresce violet] | -5 | ? | 0 | 72[may fluoresce violet] | ? |

Carrying on.
smiles	RPL19A-GFP yeast	MEP2-GFP yeast	VLA-4 inh	AGP1-GFP MLPCN	GRK2 aptamer HTS	LAP4 TOR yeast	CR mimetic SO	CIT2-GFP yeast
O=S(=O)(c1ccccc1)c1nc(-c2cccs2)oc1NCC1CCCO1 (stereo unspecified)	101[may fluoresce violet]	?	11	?	0	?	102	?
COc1ccc(NC(=O)C2CCCN2S(=O)(=O)c2ccc3c(c2)CCC(=O)N3)cc1Cl (stereo unspecified)	97	97	-15	108	1	110	97	99
NS(=O)(=O)c1ccc(CNC(=O)CCS(=O)(=O)Cc2ccccc2)cc1	110	100	1	98	4	76	92	97
c1ccn(-c2ncnc3sc4c(c23)CCCC4)c1	?	?	-9	?	1	?	107	?
Cc1ccc(S(=O)(=O)NC(CC(C)C)C(=O)N2CCOCCOCCOCC2)cc1 (stereo unspecified)	101	107	3	100	1	99	100	103
O=C(COC(=O)CCNS(=O)(=O)c1ccccc1F)Nc1nnc(-c2ccccc2)o1	88	84	3	96	1	94	98	88
CC1(C)CC(=O)C2=C(C1)OC1=C(C2)C(=O)CC(C)(C)C1	99	100	-1	97	0	98	90	104
CC(Oc1ccc2c3c(c(=O)oc2c1)CCCC3)C(=O)NCCCn1ccnc1 (stereo unspecified)	95	98	-4	95	0	96	99	103
CN1CCN(c2ccc([N+](=O)[O-])cc2C(=O)Nc2ccccc2)CC1	85	91	0	86	3	88	99	90
CN(Cc1ccc(Cl)cc1)C(=O)CNC(=O)C12CC3CC(CC(C3)C1)C2	106	124	15	96	4	106	114	106
COC(=O)c1scc(C)c1NC(=O)C(Cl)c1ccccc1 (stereo unspecified)	108	102	-10	102	0	97	108	103
NC(=O)c1ccsc1NC(=O)c1ccc2c(c1)CCCC2	101	97	26	92	0	101	112	90
COc1cc(C(=S)N2CCCC2)cc(OC)c1OC	93	92	2	94	1	93	120	81
N#Cc1nnn(-c2cc(Cl)cc(Cl)c2)c1N	102	90	-3	.	0	.	116	.
COc1cccc(CNS(=O)(=O)c2ccc3c(c2)CC(C)N3C(C)=O)c1 (stereo unspecified)	100	101	35	107	3	88	105	107
COC(=O)c1ccc(CNS(=O)(=O)c2ccc3ccccc3c2)cc1	100	105	3	102	1	103	89	97
Cc1cc(C)n(-c2nc3c(c(=O)n(C)c(=O)n3C)n2CCO)n1	102	101	5	103	7	104	99	95
Cn1c(CSCc2ccc(Cl)c(Cl)c2)nnc1SCC(=O)Nc1nccs1	104	99	-3	105	0	98	103	99
O=C(CSc1n[nH]c(=O)n1Cc1ccco1)Nc1ccccc1	100	93	0	104	2	113	99	92
Cc1ccc(CN2CCSc3ccc(C(=O)N4CCOCC4)cc32)cc1	103	103	15	105	0	94	99	104
CC(NC(=O)c1ccncc1)C(C)(C)C (stereo unspecified)	97	100	1	99	2	100	107	103
CC(=O)Nc1ccc(S(=O)(=O)N2CCN(c3cc(C)nc4ccccc34)CC2)cc1	94	97	-7	92	1	90	102	97
